# Compound activity as filed in PubChem.
# Tb MetRS inh – blocks T. brucei methionyl-tRNA synthetase activity | purified T. brucei MetRS, ATP depletion, Kinase-Glo luminescence | inhibition, % at 11.9 µM | 360,000 compounds, 0.4% hits | AID 624268;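 active = inhibition above a per-plate cutoff of the control wells' mean inhibition plus 3 SD, cut at about 5.5% in these data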;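 also: 0% = DMSO wells median and 100% = median of wells with control inhibitor compound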
#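 Material: parasite MetRS enzyme / Replication: singlicate, one well per compound / Signal: luminescence of leftover ATP / Schedule: 2 h aminoacylation at 25 °C after 15 min preincubation / Medium: HEPES-MgCl2-KCl buffer plus DTT, spermine, BSA, pyrophosphatase / Doses: 11.9 µM single point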
# Scp-1 inhibitor – blocks human Scp-1 phosphatase activity. Q9GZU7. Recombinant Scp1, phosphopeptide, malachite green phosphate absorbance. inhibition, % at 20 µM. 340,000 compounds, 0.88% hits;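 active = inhibition above about 50% at 20 µM, limit read from the data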;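 also: plate controls were DMSO wells with enzyme for no effect and wells lacking enzyme for full effect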
# Target sequence (Q9GZU7 76-261 limits assumed): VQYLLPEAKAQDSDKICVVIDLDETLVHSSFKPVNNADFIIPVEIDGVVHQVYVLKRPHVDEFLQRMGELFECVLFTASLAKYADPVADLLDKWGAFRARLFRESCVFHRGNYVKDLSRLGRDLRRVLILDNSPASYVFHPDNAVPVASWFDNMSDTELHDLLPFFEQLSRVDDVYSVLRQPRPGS
#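 Assay system: SCP-1 catalytic fragment, aa 76-261 | Buffer or medium: Tris acetate buffer pH 5.5 with MgCl2 and Tween-20 | Compound: One concentration, 20 µM, with 1.0% DMSO | Also added: Phospho 17-mer peptide substrate | Signal: Absorbance at 630 nm | Incubation: 45 min enzyme reaction at room temperature | Measure: % inhibition of SCP-1 phosphate liberation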
# CSN inh – blocks human CSN-mediated cullin deneddylation; Purified CSN, SCF-Nedd8-OG deneddylation, fluorescence polarization; Q92905; 360,000 compounds, 0.38% hits; inhibition, % at 12.5 µM;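 active = pattern-corrected inhibition above about 35%, with an unprinted fluorescence ratio check between 0.5 and 1.5, limit read from the data, passing the limit was not always enough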;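 also: 0% = enzyme with substrate and 100% = substrate without enzyme; some results filed as inactive read as strong as hits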
# Target sequence (Q92905 whole entry, looked up, one chain of several): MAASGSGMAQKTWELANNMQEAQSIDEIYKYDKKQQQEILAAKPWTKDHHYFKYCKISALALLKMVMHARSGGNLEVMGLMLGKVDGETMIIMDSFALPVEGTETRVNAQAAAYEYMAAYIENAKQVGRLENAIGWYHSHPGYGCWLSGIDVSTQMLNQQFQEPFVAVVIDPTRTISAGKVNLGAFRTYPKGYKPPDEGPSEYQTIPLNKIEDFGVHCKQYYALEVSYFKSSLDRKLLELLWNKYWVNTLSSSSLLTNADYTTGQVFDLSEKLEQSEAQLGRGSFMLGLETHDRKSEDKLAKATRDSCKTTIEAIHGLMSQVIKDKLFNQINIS
#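 Material: purified human Csn5 enzyme expressed in HEK293T cells / Medium: Tris buffer pH 7.5, NaCl, DTT, Tween-20, trehalose, ovalbumin / Compound dosing: 12.5 µM single point / Schedule: 90 min incubation of compound, enzyme and substrate at room temperature / Signal: fluorescence polarization of the substrate / Control set: no-enzyme wells high, enzyme-with-substrate wells low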
# STEP inh – inhibitors of human striatal-enriched phosphatase STEP; P54829; recombinant STEP, OMFP fluorogenic substrate, fluorescence; inhibition, % at 20 µM; 360,000 compounds, 0.25% hits; AID 588621;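 active = inhibition at 20 µM, scaled per plate between control wells, above about 37%, limit read from the data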;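 also: 0% = DMSO with enzyme and substrate and 100% = substrate only without enzyme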
#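 Also added – OMFP at 25 µM · Test system – STEP tyrosine phosphatase · Technique – FITC-channel fluorescence of OMFP product · Schedule – 20 min at room temperature, dark · Evaluation – control-normalized % inhibition with plate pattern correction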
# SUMO1-SIM PPI – alters human SUMO1 binding to SIM partners; P63165; SUMO1 binding to a labelled peptide, TR-FRET, 1 h; inhibition, % at 20 µM; 360,000 compounds, 0.33% hits; in the data active = inhibition above about 37%
# Target sequence (P63165 whole entry, looked up): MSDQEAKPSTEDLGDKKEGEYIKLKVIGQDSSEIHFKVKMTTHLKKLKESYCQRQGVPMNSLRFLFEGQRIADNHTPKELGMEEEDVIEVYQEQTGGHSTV
# MsrA inhibitor – inhibitors of bovine MsrA; purified bovine MsrA, absorbance read-out; inhibition, % at 15.5 µM; 360,000 compounds, 0.75% hits; AID 651718; in the data active = inhibition above about 4.5%;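 also: 0% = vehicle wells with enzyme and 100% = reference inhibitor wells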
# Rpn11 block – inhibitors of human proteasome Rpn11; 360,000 compounds, 0.59% hits; human 26S proteasome, Ub4-pepOG fluorescence polarization; 20S core pre-blocked with epoxomicin; calls only at 20 µM; O00487;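 active = inhibition at 20 µM, scaled to each plate's controls, above about 33%, limit read from the data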
# DNMT1 block – inhibitors of human DNMT1. DNMT1 molecular beacon, Hinp1I cleavage, fluorescence. inhibition (reported as % activation of signal), % at 10 µM. 360,000 compounds, 0.83% hits. AID 588458; in the data active = inhibition above about 50%
# LMPTP block – LMPTP (human) inhibition; P24666; recombinant LMPTP-A, OMFP fluorogenic substrate, fluorescence intensity; inhibition, % at 20 µM; 360,000 compounds, 0.22% hits;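 active = compounds that cut the enzyme signal by at least half of the control window in the single-dose screen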;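 also: plate controls were DMSO wells with enzyme plus substrate for no effect and substrate without enzyme for full effect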
# Target sequence (P24666 whole entry, looked up): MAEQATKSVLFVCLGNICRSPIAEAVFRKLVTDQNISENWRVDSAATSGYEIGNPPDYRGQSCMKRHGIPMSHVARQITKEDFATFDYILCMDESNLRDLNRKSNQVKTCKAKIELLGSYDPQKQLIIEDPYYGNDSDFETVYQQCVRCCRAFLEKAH
#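 Test system: LMPTP-A, protein tyrosine phosphatase of low molecular weight; Input: 0.625 nM enzyme; Incubation: 50 min dark incubation at room temperature; Signal: endpoint fluorescence intensity from OMFP dephosphorylation; Read-out basis: % inhibition versus control wells.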
# NadD block – inhibitors of Staphylococcus aureus NadD | purified NadD enzyme, colorimetric absorbance read-out | inhibition, % at 20 µM | 360,000 compounds, 0.78% hits | AID 602399; in the data active = inhibition above about 26%; also: some compounds past the cut are filed as inactive
# The depositor's hits bear a star; i = inactive; · = not tested or not shown; + = active, no number.
molecule | Tb MetRS inh | Scp-1 inhibitor | CSN inh | STEP inh | SUMO1-SIM PPI | MsrA inhibitor | Rpn11 block | DNMT1 block | LMPTP block | NadD block
CCN(c1ccccc1)S(=O)(=O)c1ccc(OCC(=O)N2CCCC2)cc1 | -0.4 | 0 | 3 | -1 | 0 | -1.9 | i | -7 | -1.1 | 1
CCOC(=O)CN1C(=O)C(O)=C(C(C)=O)C1c1ccc(F)cc1 (centres undefined) | -0.7 | -1 | -4 | -2 | -4 | 2.6 | i | 3 | -1.7 | 0
CCC(CC)C(=O)Nc1cccc(C(=O)NCCc2ccc(S(N)(=O)=O)cc2)c1 | 0.3 | -6 | 1 | 2 | -1 | -0.5 | i | -3 | -0.4 | -4
C=CCc1cc(Cl)ccc1OCCn1ccnc1 | -0.1 | -5 | 0 | 1 | 2 | 0.3 | i | 2 | -2.6 | 4
COc1ccc(/C=C\c2nc(=O)c3ccccc3o2)cc1 | 1.8 | -9 | -5 | -2 | 8 | 4.7* | i | 4 | 0.9 | 5
O=C(CN1C(=O)C(=O)N(CCC2=CCCCC2)C1=O)Nc1ccc(F)cc1F | -0.3 | -6 | -5 | 0 | -5 | 0.7 | i | 0 | 0.3 | -8
CCn1nc(NC(=O)C(C)C)c2cc3ccc(C)cc3nc21 | -0.1 | -4 | 0 | -3 | 4 | -0.8 | i | -1 | 23 | -4
CCN(CC)CCN(C(=O)CCS(=O)(=O)c1ccccc1)c1nc2cc(C)cc(C)c2s1 | -0.5 | 0 | 8 | -1 | -6 | -1.5 | i | 15 | -0.4 | -3
CCOC(=O)c1c(C)[nH]c(C(=O)OCC(O)=C(C#N)c2nc3ccccc3[nH]2)c1C | 0.4 | -7 | 8 | -1 | 9 | 1.7 | i | 9 | 1.0 | 10
CC1CCCN(CC(O)COCC2COc3ccccc3O2)C1 (centres undefined) | -1.6 | -13 | -2 | -2 | -3 | 0.9 | i | 1 | -1.7 | -4
O=C(NCCC1CCCCN1S(=O)(=O)c1ccc(F)cc1)C(=O)NC1CC1 (centres undefined) | 0.0 | 1 | -6 | 4 | 3 | 0.2 | i | 1 | -1.4 | -4
O=C(CSc1nc2ccc(Nc3nc(N4CCOCC4)nc(N4CCOCC4)n3)cc2s1)Nc1ccccc1F | 0.1 | 13 | -2 | 2 | 6 | 0.4 | i | 7 | 1.4 | 16
COc1cc(CNC23CC4CC(CC(C4)C2)C3)ccc1OCc1ccccc1 | -0.9 | 9 | 0 | -2 | 0 | 0.1 | i | 2 | -0.8 | -5
CS(=O)(=O)C1=NN2C(=N)/C(=C\c3ccc(OCCOc4ccccc4)cc3)C(=O)N=C2S1 | -0.3 | 50* | -4 | 11 | -2 | · | i | 3 | 14 | 28
COc1ccccc1NC(=O)Nc1nnc(Cc2ccc(F)cc2)s1 | 0.1 | -5 | -2 | -1 | 6 | 0.2 | i | 10 | 1.2 | -3
CC1=NN(C(=O)c2csc(C(C)C)c2)C(O)(C(F)(F)F)C1 (centres undefined) | 0.1 | -8 | 6 | 0 | -3 | 0.5 | i | -5 | 1.5 | -6
COc1cccc(NC(=O)CN(C)C(=O)/C=C/c2cn(-c3ccccc3)nc2-c2cccs2)c1 | -0.3 | -12 | 0 | 1 | -50 | 1.0 | i | -9 | -3.5 | 12
COc1ccc(CC(=O)NC(CC(=O)O)c2cccc([N+](=O)[O-])c2)cc1 (centres undefined) | 0.3 | -5 | -19 | 0 | -5 | 0.7 | i | 3 | 0.0 | 5
COCCCNC(=O)CCCN1C(=O)c2cccnc2Sc2ccccc21 | 0.2 | 0 | 1 | 0 | 3 | -0.4 | i | 2 | -0.6 | -4
Cc1ccc(CN2CCN(/N=C/c3ccccc3)CC2)cc1 | 0.5 | -6 | 0 | -2 | 0 | 0.7 | i | -1 | -1.0 | -1

# The listing continues.
# Second line of a record – Tb MetRS inh, Scp-1 inhibitor, CSN inh, STEP inh, SUMO1-SIM PPI, MsrA inhibitor, Rpn11 block, DNMT1 block, LMPTP block, NadD block
> CCOC(=O)Cn1c(CN2CC(C)OC(C)C2)nc2c1c(=O)n(C)c(=O)n2C (centres undefined)
    0.7, -5, -5, -6, 1, -0.1, i, 1, -1.0, 0
> CCCCC(=O)Nc1cc(OC)c(NC(=S)NC)cc1OC
    -0.4, 2, 18, -1, -1, 0.3, i, -3, -1.2, 5
> COc1ccc(-c2cc(C(=O)OCC(=O)c3ccc(C)c([N+](=O)[O-])c3)c3ccccc3n2)cc1
    0.1, 9, -6, 3, 3, 1.0, i, 0, 0.0, 18
> N#Cc1c(-c2ccccc2)[nH]c(=O)[nH]c1=O
    -0.2, 1, -8, 1, -7, 2.1, i, 4, -0.6, 0
> Cc1ccc(-n2nc3c(c2NC(=O)c2ccccc2)CS(=O)(=O)C3)cc1C
    0.2, -5, -1, 0, 0, -0.5, i, 1, 0.1, 0
> CC(=O)Nc1ccc(NC(=O)c2cc(=O)c3cc(C)c(C)cc3o2)cc1
    -0.8, 11, 3, 4, -6, -0.9, i, -1, 0.8, 1
> N#Cc1c(-c2ccco2)nc(SCC(=O)Nc2cccc(Cl)c2)[nH]c1=O
    0.3, 43, 18, 10, 19, 1.4, i, 20, 2.3, 14
> CC1CCN(S(=O)(=O)N2CCC(C(=O)N3CCC(N(C)CC4CCCO4)CC3)CC2)CC1 (centres undefined)
    -0.4, -9, 1, -1, -1, -0.5, i, 4, -2.7, -4
> O=c1oc(/C=C/c2ccc([N+](=O)[O-])s2)nc2ccccc12
    -1.2, 0, 50*, 3, 1, ·, +, 26, 0.2, 3
> NC(=O)CC(NC(=O)Cc1ccc(Br)cc1)c1ccc(NCCc2cccc(F)c2)c([N+](=O)[O-])c1 (centres undefined)
    -0.1, -8, 10, -1, -2, -1.0, i, 31, 1.9, -1
> COc1ccc(C(Sc2ccccc2)c2ccccc2)cc1OC (centres undefined)
    -0.1, -11, -2, 6, 7, 3.3, i, -5, 3.0, -1
> O=S(=O)(/N=C(/c1ccc(Cl)cc1)N1CCOCC1)c1ccc(Cl)cc1
    -1.4, -7, 1, 4, 1, -1.3, i, 1, -1.0, -5
> COc1ccc(CNc2ccc(C)c(C)c2)cc1
    -0.2, 0, -1, 1, 5, 1.2, i, -1, -0.8, -4
> Cc1cccc(C)c1NC(=O)C(C)N1CCCC1 (centres undefined)
    -0.3, -3, -1, 4, 8, -0.9, i, 0, 1.2, -3
> N#Cc1cc(-c2ccccc2)nn1-c1ccccc1
    0.6, -6, 3, 2, 0, 2.1, i, -11, 1.7, 7
> CCOC(=O)C1=C(N)OC(C)=C(C#N)C1c1ccco1 (centres undefined)
    0.4, -7, 2, 2, -3, -0.1, i, 18, -1.5, 2
> COc1ccccc1CN1CCN(Cc2cc(OC)c(OC)cc2OC)CC1
    -0.7, -9, -1, 0, -4, -0.9, i, 0, -1.4, -9
> COc1cccc2c1-c1c(O)cccc1C2=O
    0.4, 26, 2, 20, 10, 0.4, i, 26, 2.7, -8
> NC1=NC(=O)CC(C(=O)Nc2cccc3ccccc23)S1 (centres undefined)
    0.2, -6, 2, -2, -5, ·, i, 2, -1.1, 5
> CN(C(=O)CSc1nnnn1C)C1(C#N)CCCCC1
    -0.2, -7, -2, 1, 5, -0.1, i, 2, -1.5, 0
> CCOC(=O)N=Nc1c2ccccc2c2nc3no[nH]c3nc12
    -0.4, -5, -1, 2, -15, 14*, i, 50*, 5.3, 1
> Cc1cc(OC(C)C(N)=O)nc(-c2ccccc2)n1 (centres undefined)
    -0.1, 1, 4, -2, -2, 0.0, i, 1, -1.8, 0
> CCOC(=O)/C(=N\Nc1cccc(Cl)c1)Sc1nnc(-c2ccc(OC)cc2)n1C
    0.4, 4, -1, 0, -3, 0.9, i, -4, 0.9, 8
> O=C(O)Cn1ccnc1
    0.0, 0, 4, -1, -1, 0.8, i, 0, -1.4, -4
> COc1ccccc1Cc1c(-c2ccc(OC)c(OC)c2)nc2c(Cl)cc(C(F)(F)F)cn12
    -0.8, ·, 6, ·, 5, 1.6, ·, ·, 4.7, -6
> Cc1ccc(Cl)c(NC(=O)COC(=O)C2CCC2)c1Cl
    0.2, -8, 0, -2, 21, -1.8, i, 0, -1.0, 1
> CCOC(=O)C1(Cc2ccccc2C)CCCN(Cc2cc(OC)c(O)c(OC)c2)C1 (centres undefined)
    0.1, -13, 4, 1, 1, 1.4, i, -9, 0.6, -8
> Cc1cc(C)c2cc(C#N)c(SCC(=O)Nc3cc(C)on3)nc2c1
    -0.4, -30, 4, 2, -41, -0.2, i, -1, 6.2, 12
> COc1ccc(F)cc1S(=O)(=O)N1CCN(c2ccccn2)CC1
    -0.8, -4, 2, -3, 3, -0.8, i, -2, -3.6, -8
> CC(=O)Nc1ccc2nc(NC(=O)C(Cl)(Cl)Cl)sc2c1
    0.2, -13, -8, 1, 19, 1.6, i, -1, -0.8, 0
> COc1ccc(C2(C(=O)NCCc3ccccc3)CCCC2)cc1
    -2.0, -10, -6, 7, 1, -0.1, i, -5, -1.2, 0
> Cc1ccc(-c2nnc(NCc3ccccc3)c3ccccc23)cc1
    1.4, 6, -1, 3, -2, 0.5, i, 2, 2.8, 14
> Cn1c(=O)cc(N2CCN(C(=O)c3ccco3)CC2)[nH]c1=O
    -0.4, -5, -2, -1, 0, 0.4, i, -3, 0.5, 1

# Structures above shown as hits in Scp-1 inhibitor:
molecule | Tb MetRS inh | Scp-1 inhibitor | CSN inh | SUMO1-SIM PPI | MsrA inhibitor | Rpn11 block | DNMT1 block | LMPTP block | NadD block
CS(=O)(=O)C1=NN2C(=N)/C(=C\c3ccc(OCCOc4ccccc4)cc3)C(=O)N=C2S1 | -0.3 | 50* | -4 | -2 | · | i | 3 | 14 | 28

# One compound at a time (already shown). Order of screens: Tb MetRS inh	Scp-1 inhibitor	CSN inh	STEP inh	SUMO1-SIM PPI	MsrA inhibitor	Rpn11 block	DNMT1 block	LMPTP block	NadD block
# Listed for Cc1cc(C)c2cc(C#N)c(SCC(=O)Nc3cc(C)on3)nc2c1 = -0.4	-30	4	2	-41	-0.2	i	-1	6.2	12
# Listed for COc1ccccc1Cc1c(-c2ccc(OC)c(OC)c2)nc2c(Cl)cc(C(F)(F)F)cn12 = -0.8	·	6	·	5	1.6	·	·	4.7	-6
# Listed for Cn1c(=O)cc(N2CCN(C(=O)c3ccco3)CC2)[nH]c1=O = -0.4	-5	-2	-1	0	0.4	i	-3	0.5	1
# Listed for CC(=O)Nc1ccc2nc(NC(=O)C(Cl)(Cl)Cl)sc2c1 = 0.2	-13	-8	1	19	1.6	i	-1	-0.8	0
